DENV2 CPE = protects cells from dengue virus 2 cytopathic effect; DENV2-infected cells, cytopathic effect rescue, plate reader; CPE inhibition, % at 9.99 µM; hit rate 1.7% among 350,000; AID 651640; in the data active = CPE inhibition above about 20%, passing the limit was not always enough; inconclusive = no clear call, values can overlap the other calls; tested in BHK-21 cells;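 also: 0% = median of neutral control wells and 100% = median of positive control wells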
Casp6 inh = blocks human caspase-6 cleavage activity; P55212; purified caspase-6, Z-VEID-R110 cleavage fluorescence; inhibition, % at 12.5 µM; hit rate 0.53% among 350,000; AID 686996;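 active = mean inhibition across replicates at least about 35%, with every replicate also reaching that limit, limit read from the data; inconclusive = only one of the two criteria met; inactive = neither criterion met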;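 also: 0% = median of neutral control wells and 100% = no fluorescence left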
Target sequence (P55212 24-179 limits assumed): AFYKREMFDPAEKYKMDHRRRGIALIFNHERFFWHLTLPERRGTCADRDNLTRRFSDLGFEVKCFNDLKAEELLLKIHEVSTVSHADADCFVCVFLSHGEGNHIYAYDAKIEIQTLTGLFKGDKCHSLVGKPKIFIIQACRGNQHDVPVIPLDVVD
Target sequence (P55212 194-293 limits assumed): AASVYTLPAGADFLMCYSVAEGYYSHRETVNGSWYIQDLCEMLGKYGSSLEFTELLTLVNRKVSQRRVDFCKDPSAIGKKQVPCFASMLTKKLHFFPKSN
E-selectin induc = E-selectin induction on HUVECs; HUVEC E-selectin immunofluorescence imaging; normalized: neutral wells 0, TNF-alpha wells 100; activation, % at 7.58 µM; hit rate 0.37% among 260,000;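 active = mean E-selectin-positive cell signal at least 10% of the positive control, reached in at least 60% of replicates, without over 20% cell loss; inconclusive = no rule given, readout overlaps actives, possibly toxicity-flagged; inactive = the rest, including those meeting only one limit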;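 also: in these data hits start at about 27%; measured in HUVEC primary endothelial cells; signal is the percent of cells scored E-selectin positive by PE staining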
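Assay system: HUVEC primary endothelial cells. Input: 3,000 HUVEC seeded per well. Doses: one compound dose added by pin transfer. Read-out basis: % PE-positive cells. Benchmarks: TNF-alpha high, DMSO low. Detection: immunofluorescence imaging. Buffer or medium: EGM-2, gelatin.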
GSIS activator = primary screen for activators of insulin secretion dependent on glucose, INS-1E cells, GLuc reporter luminescence | INS-1E GLuc reporter insulin secretion, 2-3 h | activation, % at 16.6 µM | hit rate 0.61% among 370,000 | AID 743287;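 active = lowest replicate activation of at least 40%, so every replicate reaches that level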;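 also: 0% = median of neutral control wells and 100% = median of IBMX positive control wells; some compounds called inactive have numbers as strong as hits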
RAD54 branch = inhibitors of human RAD54 branch migration; RAD54 Holliday junction branch migration, FAM/BHQ fluorescence; inhibition, % at 10.4 µM; hit rate 0.14% among 360,000; AID 602329;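 active = mean normalized replicate activity at least 40 and at least half of replicates scoring 40 or more; inconclusive = only one of the two criteria met; inactive = mean below 40 and under half of replicates reaching 40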;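 also: 0% = median of neutral control wells and 100% = median of positive control wells; inhibitors cause a drop in the FAM fluorescence signal; in these data hits start at about 50%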
CFTR F508del cor = correctors of CFTR F508del function in bronchial epithelial cells | CFBE cells, YFP halide quenching; stimulated with forskolin plus potentiator P3; % fluorescence drop versus neutral controls | activity (quench increase), % at 7.58 µM | hit rate 0.36% among 350,000;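 active = mean added fluorescence quench of at least 8% versus neutral control, with both replicates also reaching 8%; inconclusive = only one of the mean or replicate conditions met; inactive = mean below 8% and not both replicates reaching 8%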;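 also: cells transiently co-express mutant CFTR-F508del with the halide-sensitive YFP; corrector assay measuring rescue of mutant channel to the surface after 24 h compound exposure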
RAD52 anneal inh = inhibitors of human RAD52 DNA annealing; AID 651710; recombinant RAD52 DNA annealing, FRET fluorescence; hit rate 0.46% among 360,000; P43351; inhibition, % at 18.7 µM;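 active = every replicate showing at least 50% inhibition; inconclusive = mean inhibition at least 50% but not in every replicate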
Target sequence (P43351 whole entry, looked up): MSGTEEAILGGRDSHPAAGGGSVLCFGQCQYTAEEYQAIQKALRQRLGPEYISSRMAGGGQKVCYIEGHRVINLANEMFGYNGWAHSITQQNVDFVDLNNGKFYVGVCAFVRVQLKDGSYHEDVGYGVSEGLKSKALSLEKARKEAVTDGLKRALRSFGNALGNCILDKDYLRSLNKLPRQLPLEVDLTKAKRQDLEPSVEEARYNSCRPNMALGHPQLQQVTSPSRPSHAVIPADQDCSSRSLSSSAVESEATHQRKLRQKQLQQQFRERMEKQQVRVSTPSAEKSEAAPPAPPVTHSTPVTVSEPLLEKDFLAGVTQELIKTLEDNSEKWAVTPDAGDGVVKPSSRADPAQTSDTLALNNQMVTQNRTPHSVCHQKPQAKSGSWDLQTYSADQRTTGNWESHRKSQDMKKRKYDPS
XiGFP reactiv = X-chromosome reactivation activator; XiGFP mouse fibroblasts, % GFP-positive cells imaging, 3 d; cells co-treated with 5-aza-dC sensitizer; scaled so ellipticine positive control = 100%; activation, % at 7.58 µM; hit rate 0.055% among 360,000; AID 743238;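 active = mean normalized replicate activation at least 10% and every replicate at or above 10%; inconclusive = only one of the two criteria met; inactive = mean below 10% and not all replicates reach 10%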;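 also: 0% = median of on-plate neutral control wells and 100% = ellipticine 6 µM median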
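Material: XiGFP fibroblasts, SV40-immortalized; Buffer or medium: DMEM containing 5-aza-dC; Compound dosing: single point; Times: 3 days compound exposure.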
The depositor's hits bear a star.

How did Cc1ccc(S(=O)(=O)N[C@H]2CC[C@@H](CCNC(=O)C3CC3)O[C@H]2CO)cc1 do in these assays?
DENV2 CPE: -3; Casp6 inh: -1; E-selectin induc: 0.3; GSIS activator: 1; RAD54 branch: 5; CFTR F508del cor: 1.3; RAD52 anneal inh: 0; XiGFP reactiv: -0.3

How did C[C@H](CO)N1C[C@H](C)[C@H](CN(C)S(=O)(=O)c2ccccc2)Oc2c(NS(=O)(=O)c3ccc(Cl)cc3)cccc2C1=O do in these assays?
DENV2 CPE: -2; E-selectin induc: 1.0; GSIS activator: -3; RAD54 branch: 2; CFTR F508del cor: -0.4; RAD52 anneal inh: -16; XiGFP reactiv: 0.2

Results for COc1cccc(S(=O)(=O)Nc2ccc3c(c2)[C@H]2C[C@@H](CC(=O)N[C@@H](C)c4ccccc4)O[C@H](CO)[C@H]2O3)c1 ?
DENV2 CPE: inconclusive; Casp6 inh: 2; E-selectin induc: -0.7; GSIS activator: -32; RAD54 branch: -2; CFTR F508del cor: 2.2; RAD52 anneal inh: 14; XiGFP reactiv: 0.0

How did Cc1ccc(S(=O)(=O)Nc2ccc3c(c2)CC(=O)N([C@@H](C)CO)C[C@@H](C)[C@@H](CN(C)CC2CCCCC2)O3)cc1 do in these assays?
DENV2 CPE: -4; Casp6 inh: 2; E-selectin induc: -0.3; GSIS activator: -12; RAD54 branch: -9; CFTR F508del cor: -0.2; RAD52 anneal inh: -5; XiGFP reactiv: -0.3

What do the screens show for `Cc1cc(C)c2c(=O)cc(C(F)(F)F)oc2n1`?
DENV2 CPE: 1; Casp6 inh: 1; GSIS activator: 1; RAD54 branch: -1; CFTR F508del cor: 7.8; RAD52 anneal inh: -13; XiGFP reactiv: -0.1

What do the screens show for `O=C(NC1CC2CCCC(C1)N2C(=O)Nc1cccc(F)c1)C1CC1` (configuration not stated)?
DENV2 CPE: -1; Casp6 inh: 3; E-selectin induc: 0.2; GSIS activator: 4; RAD54 branch: 3; CFTR F508del cor: 0.7; RAD52 anneal inh: -7; XiGFP reactiv: 0.2

Results for COCCNC(=O)CCC1CCN(Cc2ccc(-c3ccccc3)cc2)CC1 ?
DENV2 CPE: 48*; Casp6 inh: 19; RAD54 branch: 0; RAD52 anneal inh: -19; XiGFP reactiv: -0.1

Results for Cc1nc2ccccn2c(=O)c1NC(=O)COc1ccccc1 ?
DENV2 CPE: -8; Casp6 inh: -2; E-selectin induc: 0.0; GSIS activator: 8; RAD54 branch: -6; CFTR F508del cor: 0.3; RAD52 anneal inh: -7; XiGFP reactiv: 0.0

Results for CCCN1[C@@H]2c3ccc(C4=CCCCC4)c(=O)n3C[C@@H]2[C@@H](CO)[C@@H]1C(=O)OC ?
DENV2 CPE: 2; Casp6 inh: 3; E-selectin induc: -0.3; GSIS activator: -2; RAD54 branch: -4; CFTR F508del cor: -0.6; RAD52 anneal inh: -26; XiGFP reactiv: 0.1

Results for COCC(=O)Nc1ccc2c(c1)C(=O)N(C)C[C@H](OC)[C@@H](C)CN(C(=O)NC(C)C)[C@@H](C)CO2 ?
DENV2 CPE: 1; E-selectin induc: -0.1; GSIS activator: 2; RAD54 branch: -6; CFTR F508del cor: 2.1; RAD52 anneal inh: -15; XiGFP reactiv: 0.3

How did Cc1ccsc1C(=O)OCC(=O)N1C(C)CCCC1C (configuration not stated) do in these assays?
DENV2 CPE: 1; Casp6 inh: -2; E-selectin induc: 1.4; GSIS activator: -4; RAD54 branch: -9; CFTR F508del cor: 5.6; RAD52 anneal inh: -11; XiGFP reactiv: -0.6

What do the screens show for `C/C(=N\Nc1nc(C)c(C)s1)c1ccc([N+](=O)[O-])cc1`?
Casp6 inh: 1; E-selectin induc: 1.7; GSIS activator: -26; CFTR F508del cor: -2.3; RAD52 anneal inh: -15; XiGFP reactiv: 0.0

How did C[C@@H]1CCCCO[C@@H](CN(C)C(=O)Nc2cccc3ccccc23)[C@H](C)CN([C@@H](C)CO)C(=O)c2cc(NS(=O)(=O)c3cccs3)ccc2O1 do in these assays?
DENV2 CPE: -1; Casp6 inh: 2; E-selectin induc: -0.1; GSIS activator: 19; RAD54 branch: -4; CFTR F508del cor: -2.9; RAD52 anneal inh: -11; XiGFP reactiv: 0.0

Results for CC(C)(C)OC(=O)N1Cc2ccccc2C[C@H]1C(=O)NCC(=O)NC1CCCC1 ?
DENV2 CPE: 5; Casp6 inh: 0; GSIS activator: 6; RAD54 branch: 2; CFTR F508del cor: -2.9; RAD52 anneal inh: -8; XiGFP reactiv: 0.1

How did COCCCN(C(=O)c1ccc2ccccc2n1)c1c(N)n(Cc2ccccc2)c(=O)[nH]c1=O do in these assays?
DENV2 CPE: -9; Casp6 inh: -3; GSIS activator: 8; RAD54 branch: 6; CFTR F508del cor: 1.4; RAD52 anneal inh: -9; XiGFP reactiv: 0.1

How did COc1ccccc1/C=C/C(=O)OCC(=O)Nc1ccc2c(c1)OCO2 do in these assays?
DENV2 CPE: 16; Casp6 inh: 0; GSIS activator: 27; RAD54 branch: 3; CFTR F508del cor: 2.0; RAD52 anneal inh: -5; XiGFP reactiv: -0.1

Results for CCC(=O)Nc1cccc(-c2cnc3ccccc3n2)c1 ?
Casp6 inh: 0; GSIS activator: -1; RAD54 branch: 1; RAD52 anneal inh: 3

What do the screens show for `COC(=O)C1C(=O)C2=C(CC1C)Nc1ccccc1NC2c1ccc(C)s1` (configuration not stated)?
DENV2 CPE: 11; Casp6 inh: 0; GSIS activator: 9; CFTR F508del cor: -1.9; RAD52 anneal inh: -19; XiGFP reactiv: 0.0

How did COc1cccc(CNC(=O)CN2C(=O)COc3ccc(S(=O)(=O)N4CCCCC4)cc32)c1 do in these assays?
DENV2 CPE: 1; Casp6 inh: -1; GSIS activator: 7; RAD54 branch: -6; CFTR F508del cor: 3.8; RAD52 anneal inh: -10; XiGFP reactiv: 0.0

What do the screens show for `O=C(NCc1ccco1)/C(=C\C=C\c1ccccc1)NC(=O)c1ccccc1Br`?
DENV2 CPE: 4; Casp6 inh: 2; E-selectin induc: -0.1; GSIS activator: -11; RAD54 branch: -2; RAD52 anneal inh: -46; XiGFP reactiv: 0.0

Results for Cc1ccc(C)c(SCC(=O)OC/C(O)=C(\C#N)c2nc3ccccc3[nH]2)c1 ?
DENV2 CPE: 1; Casp6 inh: 1; E-selectin induc: 3.9; GSIS activator: -2; CFTR F508del cor: -5.6; RAD52 anneal inh: -34; XiGFP reactiv: 0.9

How did COc1ccc(C2CC(c3cccc([N+](=O)[O-])c3)=NN2/C(C)=C/C(C)=O)cc1 (configuration not stated) do in these assays?
DENV2 CPE: 1; Casp6 inh: 5; E-selectin induc: 0.0; RAD54 branch: -3; CFTR F508del cor: 0.5; RAD52 anneal inh: -26; XiGFP reactiv: 0.5

What do the screens show for `O=C1CC(=Nc2ccc([N+](=O)[O-])cc2)NN1c1c(Cl)cc(Cl)cc1Cl`?
DENV2 CPE: -11; Casp6 inh: 23; E-selectin induc: 0.0; RAD54 branch: -4; CFTR F508del cor: 0.4; RAD52 anneal inh: -13; XiGFP reactiv: 0.1

How did C[C@H](CO)N1C[C@H](C)[C@H](CN(C)Cc2ccc(C(=O)O)cc2)Oc2ccc(NS(C)(=O)=O)cc2CC1=O do in these assays?
DENV2 CPE: -6; Casp6 inh: -1; E-selectin induc: -5.5; GSIS activator: 20; RAD54 branch: -2; CFTR F508del cor: 0.7; RAD52 anneal inh: 0; XiGFP reactiv: 0.4

What do the screens show for `O=C(c1ccccc1[N+](=O)[O-])N1CC2C3C=CC(C3)C2C1` (configuration not stated)?
DENV2 CPE: 7; Casp6 inh: -1; GSIS activator: 30; RAD54 branch: -2; CFTR F508del cor: -0.2; RAD52 anneal inh: -20; XiGFP reactiv: 0.2

How did O=C(NNC(=O)C12CC3CC(CC(Cl)(C3)C1)C2)c1csc(N2CCOCC2)n1 do in these assays?
DENV2 CPE: 7; Casp6 inh: 2; E-selectin induc: -0.1; GSIS activator: 12; RAD54 branch: -5; CFTR F508del cor: 1.6; RAD52 anneal inh: 0; XiGFP reactiv: 0.1

How did COc1ccc(N2CCN(C(=O)COC(=O)c3c(-c4ccccc4)noc3C)CC2)cc1 do in these assays?
DENV2 CPE: 0; Casp6 inh: 1; GSIS activator: -6; RAD54 branch: 6; CFTR F508del cor: 3.0; RAD52 anneal inh: -19; XiGFP reactiv: 0.5

What do the screens show for `COc1cccc(S(=O)(=O)N[C@H]2CC[C@H](CCn3cc(-c4ccccn4)nn3)O[C@H]2CO)c1`?
DENV2 CPE: -5; Casp6 inh: 4; E-selectin induc: 0.2; GSIS activator: -10; RAD54 branch: -7; CFTR F508del cor: 1.0; RAD52 anneal inh: -7; XiGFP reactiv: -0.3

How did COc1ccc2c(c1)OC[C@H]1[C@H]2N2C(=O)CNC(=O)[C@@]2(C)[C@H]1c1ccccc1 do in these assays?
Casp6 inh: 1; E-selectin induc: 0.3; GSIS activator: 11; CFTR F508del cor: -0.2; RAD52 anneal inh: -15; XiGFP reactiv: 0.0

Results for Cc1ccc(S(=O)(=O)N2CCC(C(=O)NCCCn3ccnc3)CC2)cc1 ?
DENV2 CPE: inconclusive; Casp6 inh: -5; E-selectin induc: -0.2; GSIS activator: 5; RAD54 branch: -1; CFTR F508del cor: -1.1; RAD52 anneal inh: -3; XiGFP reactiv: 0.1

Results for O=C(NCc1ccccc1)[C@@H]1[C@@H](CO)[C@@H]2Cn3c(cccc3=O)[C@H]1N2CC1CCCC1 ?
DENV2 CPE: -6; Casp6 inh: 0; E-selectin induc: -0.1; GSIS activator: 7; RAD54 branch: 9; CFTR F508del cor: 0.4; RAD52 anneal inh: 2; XiGFP reactiv: 0.1

Results for CCC(=O)N(C)C[C@@H]1Oc2cc(C#C[C@@H](C)O)ccc2S(=O)(=O)N([C@@H](C)CO)C[C@@H]1C ?
DENV2 CPE: 1; Casp6 inh: 0; E-selectin induc: 0.5; GSIS activator: 18; RAD54 branch: -5; CFTR F508del cor: 0.3; RAD52 anneal inh: 3; XiGFP reactiv: 0.1

Results for COc1ccc(N=C(C)c2sc3ccccc3c2O)cc1 ?
DENV2 CPE: 4; Casp6 inh: -1; E-selectin induc: -0.1; GSIS activator: 24; RAD54 branch: -6; CFTR F508del cor: -0.1; RAD52 anneal inh: 8; XiGFP reactiv: 0.2

Results for COc1ccc(-c2cc(=O)c3cc(O)ccc3o2)cc1 ?
DENV2 CPE: 7; Casp6 inh: -2; GSIS activator: -2; RAD54 branch: 7; CFTR F508del cor: 0.6; RAD52 anneal inh: -11

How did Cc1noc(C)c1NC(=O)N(C)C[C@H]1OCCCC[C@H](C)Oc2ccc(NC(=O)NC3CCCCC3)cc2C(=O)N([C@H](C)CO)C[C@@H]1C do in these assays?
DENV2 CPE: 18; Casp6 inh: 3; GSIS activator: 5; RAD54 branch: 3; CFTR F508del cor: -3.2; RAD52 anneal inh: 2; XiGFP reactiv: 0.0

Results for O=c1c2ccccc2ncn1CCOCCOc1cccc(Br)c1 ?
DENV2 CPE: inconclusive; Casp6 inh: 0; GSIS activator: 6; CFTR F508del cor: -1.7; RAD52 anneal inh: -9; XiGFP reactiv: 0.0

Screens from PubChem BioAssay.
